Screens deposited in PubChem BioAssay by Broad Institute.
esBAF inh: SWI/SNF esBAF complex inhibition | mouse ES cells, Bmi1-luciferase knock-in reporter, 24 h; 100% = twice the neutral-well signal | reporter increase, % at 12.5 µM | 350,000 compounds, 2% hits; in the data active = activation above about 40%;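 note: 0% = median of the plate's neutral control wells and 100% = double that signal; a rise in the Bmi1 reporter signal indicates esBAF inhibition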
Cneo AK release: causes C. neoformans cell lysis. adenylate kinase release luminescence, 4 h; normalised: neutral wells 0, clomiphene wells 100. lysis activity, % at 15 µM. 360,000 compounds, 0.2% hits. AID 651654;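 active = mean lysis activity across replicates of at least 80%, whatever share of replicates individually reach that level; inactive = mean lysis activity below 80%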
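Test system: log-phase Cryptococcus neoformans yeast cells; Quantity: yeast cell density of 5 × 10^6 cells/mL; Buffer or medium: YPD; Doses: single compound concentration per well; Timing: 4 h at 37 °C static, read 1 h later; Measured by: AK luminescence; Read-out basis: lysis from increased AK signal; Control set: Clomiphene as positive control.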
ARNT-TACC3 inh: disrupts binding between human ARNT and TACC3 | Q9Y6A5 | AlphaScreen His-ARNT PAS-B/GST-TACC3 binding, luminescence; TACC3 fragment carries E629A point mutation | inhibition, % at 9.99 µM | 390,000 compounds, 0.66% hits;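 active = mean inhibition of replicates at least 50% and at least half of replicates each reaching 50%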;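 note: 0% = complete ARNT plus TACC3 wells and 100% = ARNT alone without TACC3; many hits fall short of the cut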
ERp5 block: blocks human ERp5 reductase activity on insulin | ERp5 insulin aggregation, absorbance 650 nm, 90 min | Q15084 | inhibition, % at 9.99 µM | 350,000 compounds, 0.05% hits;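 active = mean replicate inhibition above about 25%, with every replicate also reaching it, limit read from the data, passing the limit was not always enough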
Target sequence (Q15084 whole entry, looked up): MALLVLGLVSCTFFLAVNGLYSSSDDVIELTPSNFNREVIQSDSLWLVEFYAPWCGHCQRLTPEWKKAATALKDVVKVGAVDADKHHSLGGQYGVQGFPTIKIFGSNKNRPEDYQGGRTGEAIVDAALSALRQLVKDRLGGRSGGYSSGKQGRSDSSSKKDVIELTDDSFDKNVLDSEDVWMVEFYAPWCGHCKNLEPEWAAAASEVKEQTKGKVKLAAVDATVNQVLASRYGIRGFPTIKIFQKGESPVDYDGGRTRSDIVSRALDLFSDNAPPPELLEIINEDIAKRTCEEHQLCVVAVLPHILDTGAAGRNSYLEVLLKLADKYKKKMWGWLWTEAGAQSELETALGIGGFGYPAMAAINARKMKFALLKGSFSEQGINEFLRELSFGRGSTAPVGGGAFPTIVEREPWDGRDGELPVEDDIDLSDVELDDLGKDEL
C2C12 statin: suppressors of simvastatin-induced myotoxicity in C2C12 myotubes; ATP luminescence, 48 h; scaled: DMSO 0, geranylgeraniol control 100; rescue of ATP level, % at 7.49 µM; 330,000 compounds, 0.78% hits; AID 602340;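 active = mean ATP rescue above about 67%, or every replicate alone reaching that limit, limit read from the data, passing the limit was not always enough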;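 note: myotubes were challenged with 10 µM simvastatin during compound exposure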
miR122 inh: blocks miR-122 activity in Huh7 sensor cells; Huh7 miR-122 Renilla luciferase sensor, 48 h; neutral wells = 0, positive control = 100; activation (reporter increase), % at 12.5 µM; 340,000 compounds, 0.3% hits; AID 602342;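 active = mean replicate activation score at least 90 and every replicate individually at or above 90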;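 note: higher luciferase means less miR-122 activity so hits act as miR-122 inhibitors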
SIRT5 inh: inhibitors of human sirtuin-5 desuccinylase. Q9NXA8. Purified SirT5, succinyl-peptide AMC, trypsin-coupled fluorescence. inhibition, % at 15 µM. 330,000 compounds, 1.1% hits. AID 652115; in the data active = inhibition above about 15%
Target sequence (Q9NXA8 whole entry, looked up): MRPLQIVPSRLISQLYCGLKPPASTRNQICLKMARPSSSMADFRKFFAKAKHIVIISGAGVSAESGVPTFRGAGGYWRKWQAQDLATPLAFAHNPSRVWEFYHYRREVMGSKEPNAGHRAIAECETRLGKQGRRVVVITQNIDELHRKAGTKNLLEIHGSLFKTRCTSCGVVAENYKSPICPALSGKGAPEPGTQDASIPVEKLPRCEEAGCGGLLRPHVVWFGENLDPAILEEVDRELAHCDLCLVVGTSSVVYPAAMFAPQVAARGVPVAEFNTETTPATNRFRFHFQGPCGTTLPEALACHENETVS
* hit, by the source's call; . = no result given; & = joins results of further samples; [ ] = remark or other dose.

SMILES	esBAF inh	Cneo AK release	ARNT-TACC3 inh	ERp5 block	C2C12 statin	miR122 inh	SIRT5 inh
CC(=O)c1cccc(NC(=O)NC2CCCc3ccccc32)c1 (stereo not drawn)	.	.	19.3	-6.2	.	.	-2.9
Cc1ccc(C(=O)N2CCN(c3ccc(NC(=O)c4cccs4)cc3)CC2)cc1	.	-1.1	1.3	5.3	.	.	-2.2
CCCCn1c(N)c(N(CCOC)C(=O)CC2CCCCC2)c(=O)[nH]c1=O	-3.5	0.2	-1.0	-1.0	9.1	2.4	-5.0
CC(C)(C)CC(C)(C)N1CNC(=S)NC1	-9.8	0.9	-3.0	-4.1	2.3	3.0	2.4
CC1Cc2ccccc2N1C(=O)COC(=O)c1cc(Br)ccc1O (stereo not drawn)	-3.4	.	-2.9	-0.1	2.1	-1.9	0.5
O=C(CN1C(=O)NC2(CCCC2)C1=O)Nc1nc(-c2ccccc2)cs1	-4.5	1.3	.	-1.3	-3.5	.	-8.1
CC(=O)Nc1ccc(S(=O)(=O)NCCC(=O)OCc2nnc(-c3ccccc3)o2)cc1	4.9	0.4	0.3	2.4	-4.0	.	1.8
O=C(O)/C=C\C(=O)Nc1ccc(N2CCN(c3ccc(Cl)cc3)CC2)cc1	-12.2	-25.6	6.8	-8.5	-3.3	-5.4	-1.0
CCC(Oc1ccccc1)C(=O)Nc1cc(C)on1 (stereo not drawn)	5.8	1.9	-5.4	-1.5	4.3	.	-0.8
CCN(N=Nc1cccc([N+](=O)[O-])c1)c1cccc([N+](=O)[O-])c1	-2.7	11.8	-3.2	.	-72.4	-4.5	.
CC(C)[C@H](CO)NC(=O)[C@H]1O[C@@H](n2ccc(N)nc2=O)[C@H](O)[C@@H]1O	-3.3	-0.4	.	-2.7	6.4	-4.4	14.2
C[C@H](NC(=O)Nc1cccc(Br)c1)C(=O)O	3.0	2.5	1.0	1.5	7.0	-0.7	-10.2
CC(C)NC(=O)Nc1ccc2c(c1)CC(=O)N([C@@H](C)CO)C[C@@H](C)[C@@H](CN(C)C(=O)NC(C)C)O2	3.8	0.4	-2.5	0.1	-13.2	-0.7[16.7 µM]	-4.7
O=C(Cc1ccccc1[N+](=O)[O-])OCC(=O)c1ccccc1Br	7.4	-0.7	9.2	-12.1	1.8	4.0	-4.3
CCN(CC)S(=O)(=O)c1ccc(C(=O)OCC(=O)NCc2ccco2)cc1	.	.	0.5	-5.6	.	.	-2.1
CC(=O)c1c(C)[nH]c(C(=O)O)c1C	.	.	-5.7	0.8	.	.	-1.5
COc1ccc(C(=O)NC(=O)N2CCCCC2)cc1	-1.5	0.6	-5.1	.	14.8	-4.0	.
C[C@@H]1CCCCO[C@@H](CN(C)C(=O)c2ccncc2)[C@@H](C)CN([C@H](C)CO)C(=O)c2cc(N(C)C)ccc2O1	4.5&4.9	2.0	.	4.6	2.3&-7.4	-2.3	-0.8
COc1cc(C2NC(=O)NC(C)=C2C(C)=O)ccc1O (stereo not drawn)	0.5	-0.8	-0.3	2.0	-7.8	-2.9	-2.6
COC(=O)c1sc(-c2ccc(C(C)(C)C)cc2)cc1NC(=O)c1ccccc1C(=O)O	.	.	1.0	2.0	.	.	12.2
Cc1ccccc1-c1nc(-c2ccc(Br)o2)no1	15.1	-0.3	-4.2	1.5	26.7	4.5	0.8
CC(C)NC(=O)Nc1ccc2c(c1)CC(=O)N([C@H](C)CO)C[C@H](C)[C@@H](CN(C)Cc1ccncc1)O2	-1.5	0.0	1.4	9.9	-5.7	8.9[16.7 µM]	0.7
COC(=O)C1=CN(c2cccc(Cl)c2)C=C(C(=O)OC)C1c1cccc(OC)c1	-11.7	0.4	-5.3	1.8	-10.2	-5.9	-3.8
O=C(NCCOc1cccc2cccnc12)c1cccs1	18.4	4.2	-10.6	3.0	-10.5	-8.5	-7.7
Cc1ccc(C)c(N2CCN(C(=O)CCCN3C(=S)NC(C)(C)CC3C)CC2)c1 (stereo not drawn)	.	-0.6	8.2	.	.	-6.8	.
Additional records:
SMILES	esBAF inh	Cneo AK release	ARNT-TACC3 inh	ERp5 block	C2C12 statin	miR122 inh	SIRT5 inh
Cc1ccccc1C(=O)NNC(=O)CCCCC(=O)NNC(=O)c1ccccc1C	.	.	7.9	3.4	.	.	-3.1
C=CCNC(=O)C(C)Sc1ccc(Cl)cc1 (stereo not drawn)	-0.6	1.8	-6.9	.	4.0	-8.9	.
CN(C)C(=O)c1cccc(-c2ccc([C@H]3[C@@H](CO)N4CCCCN(C(=O)C5CCCC5)C[C@@H]34)cc2)c1	.	-1.1	-0.8	-0.7	.	-27.9[16.7 µM]	4.0
C[C@@H]1CCCCO[C@@H](CN(C)Cc2ccc(Cl)c(Cl)c2)[C@@H](C)CN([C@H](C)CO)C(=O)c2cc(NC(=O)c3ccncc3)ccc2O1	-3.0	0.6	4.2	0.9	-9.0	0.4[16.7 µM]	15.1*
COc1ccc(NC(=O)/C(Cl)=C(/Cl)S(=O)(=O)Cc2ccccc2)cn1	-56.4	-2.9	7.5	.	-198.1	-32.3	.
CCN(CC)CCn1nc(C)nc1-c1ccccc1O	-3.4	-1.1	3.9	.	-5.4	-1.6	.
CCCCC(=O)Nc1cccc(-c2nnc(-c3ccccc3)o2)c1	7.3	-1.0	-2.8	.	-77.9	-4.8	.
CCOc1ccc(-c2nc(CSCC(=O)NCC3CCCO3)c(C)o2)cc1 (stereo not drawn)	-79.0	7.5	-4.6	0.2	3.5	-1.7	0.2
COc1ccc(C(=O)Nc2ccc3c(c2)C(=O)N(C)C[C@H](OC)[C@H](C)CN(C)[C@@H](C)CO3)cc1	-1.5	-3.9	-0.9	-2.4	-1.4	.	-4.6
C=CCNC(=O)CN1CCN(C(c2ccccc2)c2ccccc2)CC1	-3.8	-0.7	-3.6	3.3	29.9	3.0	-4.1
O=C(NCC[C@@H]1CC[C@H](NS(=O)(=O)c2ccc(Oc3ccccc3)cc2)[C@H](CO)O1)C1CC1	13.0	35.2	2.5	3.2	10.1	.	4.9
O=C(O)c1cc(NC(=O)c2ccccc2F)cc(NC(=O)c2ccccc2F)c1	-10.3	-1.3	1.0	0.5	5.5	-0.1	3.0
Cc1ccc(Nc2nc(Cl)nc(NC(C)(C)C)n2)cc1	76.7*	-4.0	0.4	-2.3	-22.7	-5.9	0.2
Fc1cccc(/C=C2\CCCC3=C2NC(=S)NC3c2cccc(F)c2)c1 (stereo not drawn)	.	-2.9	7.2	-14.9	.	1.4	-2.3
COCCCNC(=O)c1c(-c2ccccc2)noc1C	-2.2	0.5	-3.9	.	-11.6	0.5	.
COc1ccccc1CNC(=O)/C=C/c1ccc(S(=O)(=O)NCc2ccco2)cc1	1.4	-1.2	3.0	.	2.3	7.2	.
O=C(NCc1cccnc1)c1cc(C2CCCCN2S(=O)(=O)c2ccc(F)cc2F)on1 (stereo not drawn)	-0.6	2.6	.	0.1	-0.4	2.4	-1.8
CNC[C@@H]1Oc2ncc(C#CC3(O)CCCC3)cc2C(=O)N([C@H](C)CO)C[C@@H]1C	1.5	4.6	3.6	-2.3	-1.1	-12.4[16.7 µM]	-3.6
Cc1noc(C)c1NC(=O)N[C@@H]1C=C[C@@H](CC(=O)Nc2ccc(-c3ccccc3)cc2)O[C@H]1CO	-1.7	-0.7	35.7	3.7	18.4	1.4[16.7 µM]	-0.1
CCCCn1c(N)c(N(C)C(=O)c2ccc(OCC3CCCO3)cc2)c(=O)[nH]c1=O (stereo not drawn)	-11.1	0.6	-2.1	-0.6	10.6	1.0	-1.5
O=C(COc1cccc2c1CCNC2=O)Nc1cccc(F)c1	8.7	.	9.0	-5.3	28.1	-0.9	-16.4
N#C/C(=C\c1ccccc1)C(=O)Nc1cc(S(=O)(=O)N2CCOCC2)ccc1N1CCCC1	.	.	-4.3	-9.0	.	.	-2.6
Cc1ccc(C2Nc3ccccc3NC3=C2C(=O)CC(C)(C)C3)c(O)c1 (stereo not drawn)	-0.4	-2.6	0.4	-4.7	12.7	-1.1	3.7
CN(C)CCOc1ccccc1C(C)(C)C	3.6	-0.3	-6.6	.	-2.6	3.8	.
COCCNC(=O)C[C@H]1C[C@H]2c3cc(NC(=O)C4CCC4)ccc3O[C@H]2[C@@H](CO)O1	-1.3	-14.4	-2.0	1.3	-9.1	8.5[16.7 µM]	-3.9
(next part)
SMILES	esBAF inh	Cneo AK release	ARNT-TACC3 inh	ERp5 block	C2C12 statin	miR122 inh	SIRT5 inh
COc1c(Br)cc([N+](=O)[O-])c(OC)c1C(=O)NC(=O)Nc1c(Cl)cccc1Cl	.	-0.5	7.6	2.8	.	3.9	-4.6
C[C@@H]1CCCCO[C@H](CN(C)S(=O)(=O)c2ccc(F)cc2)[C@H](C)CN([C@H](C)CO)C(=O)c2cc(NC(=O)CCC(F)(F)F)ccc2O1	9.1	13.4	.	-7.1	.	-9.6[16.7 µM]	5.4
CCCOC(=O)C1=C(C)NC2=C(C(=O)CCC2)C1c1cccs1 (stereo not drawn)	0.3	-0.2	-5.1	.	21.8	-2.9	.
CC(=O)c1ccc(N2CCN(C(=O)c3noc4c3CSc3ccccc3-4)CC2)cc1	5.4	0.7	-6.7	-2.5	-9.5	.	-3.9
CC(C)C(=O)N1CCC1(C)C(=O)Nc1ccc(-n2cncn2)cc1 (stereo not drawn)	0.0	0.8	.	-8.5	-0.3	-0.7	-3.2
Cc1cccc(C)c1NC(=O)C(=O)c1cn(C)c2ccccc12	-0.7	-1.0	34.4	-9.5	0.4	20.5	0.7
COc1ccc(CN2C(=O)CN=C2Nc2cccc(C)c2C)cc1	-6.5	0.3	0.1	.	25.5	-2.5	.
CC(=C\c1ccco1)/C=C(\C#N)C(=O)NCCc1c[nH]c2ccccc12	.	.	1.2	-0.2	.	.	-0.3
C=CCNC(=S)N1CCC(C(=O)c2ccc(OC)cc2)CC1	-4.8	1.9	1.3	1.7	19.0	.	0.2
CC1CCC(=O)N(CCC#N)CC1 (stereo not drawn)	1.3	-0.4	-2.5	1.9	-9.9	-2.1	-4.2
COc1ccccc1NC(=O)c1cc([N+](=O)[O-])ccc1N1CCOCC1	.	3.4	4.7	6.1	.	.	4.3
O=C(CSc1nc2ccccc2c(=O)n1-c1ccccc1)NCC1CCCO1 (stereo not drawn)	0.2	4.1	-4.0	1.2	0.7	0.2	-4.5
C[C@H](O)[C@@H]1CN2CCc3c([nH]c4ccccc34)[C@@H]2C[C@@H]1N(C)C(=S)Nc1ccc(C#N)cc1	-1.6	3.0	.	-1.3	5.3	4.8	2.6
CC(C)CCNC(=O)NC(=O)COC(=O)C1CCN(S(=O)(=O)c2ccccc2F)CC1	.	6.9	-2.4	.	.	6.1	.
Cn1c(CCNC(=O)c2ccccc2)nc2ccccc21	-2.1	3.0	-4.6	.	13.4	-1.7	.
CN1CCN(Cc2cccc(Oc3ccccc3)c2)CC1	0.3	-0.8	-1.5	-3.4	-14.5	11.0	-1.6
C[C@H](CO)N1C[C@H](C)[C@@H](CN(C)Cc2ccncc2)Oc2cc(-c3ccccc3F)ccc2S1(=O)=O	-1.5	-4.3	5.1	4.3	-111.1	16.5[16.7 µM]	6.8
COc1ccc(S(=O)(=O)Nc2ccc3c(c2)C(=O)N([C@H](C)CO)C[C@@H](C)[C@@H](CN(C)C(=O)CCC(F)(F)F)OCCCC[C@@H](C)O3)cc1	7.8	0.0	-2.1	2.5	.	-5.3[16.7 µM]	1.4
COc1ccccc1-c1nc(-c2cccc(C)c2)no1	-15.4	-12.3	-15.0	.	.	-5.3	.

4 compounds picked at random from the list so far, as already listed:
SMILES	esBAF inh	Cneo AK release	ARNT-TACC3 inh	ERp5 block	C2C12 statin	miR122 inh	SIRT5 inh
CC(C)C(=O)N1CCC1(C)C(=O)Nc1ccc(-n2cncn2)cc1 (stereo not drawn)	0.0	0.8	.	-8.5	-0.3	-0.7	-3.2
CC(C)CCNC(=O)NC(=O)COC(=O)C1CCN(S(=O)(=O)c2ccccc2F)CC1	.	6.9	-2.4	.	.	6.1	.
CC1CCC(=O)N(CCC#N)CC1 (stereo not drawn)	1.3	-0.4	-2.5	1.9	-9.9	-2.1	-4.2
COc1ccc(CN2C(=O)CN=C2Nc2cccc(C)c2C)cc1	-6.5	0.3	0.1	.	25.5	-2.5	.

Compounds as they come; about 4% have a hit in one of these screens.
